Coupling enz: counter-screen for Giardia aldolase inhibitors: coupling enzyme system | AID 2472 | 290,000 compounds, 0.67% hits | activity change, negative = inhibition, % at 58.2 µM, hits read low | coupling enzyme system counterscreen, AmpLite Red fluorescence; in the data active = activity change below about -30%
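Fluorescence at 525 nm excitation and 598 nm emission measured inhibition of the coupled detection system without aldolase. Compounds (at 57.5 uM final) were preincubated 10 min at room temperature with coupling enzyme reagent before a 20 min substrate/AmpLite Red step.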
KCNH2 3.1 inh: inhibitors of human KCNH2 3.1 potassium channel isoform; U2OS KCNH2 3.1, thallium flux FluxOr; stronger effect = lower value; activity change, % (tested at about 1.8 µM); 340,000 compounds, 0.95% hits;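 active = maximum activity change below -70%; inconclusive = maximum activity change from -70% to -50%; inactive = maximum activity change above -50%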;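 note: thallium influx rate constant from kinetic fluorescence after stimulation buffer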
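Virally transduced U2OS (3.1 isoform, 4 h infection in dark at RT) → overnight 37 C → FluxOr + Red40 in HBSS/HEPES, 45 min → stimulation buffer, 2 min kinetic read → rate constant vs DMSO controls.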
Chronic BCR inh: inhibitors of chronic active B-cell receptor signaling. Potency, µM (top dose mostly 46.1 µM), for inactives: top-dose ratio change, negative = lower green/red ratio, most hits filed as inhibitors. 340,000 compounds, 0.05% hits. ABC-DLBCL IkBa-CBG/CBR reporter, luminescence ratio, 4 h; active = well fitted inhibition curve with a large enough effect in the signal ratio, with a control signal flat, not every such curve was filed as active; inconclusive = small, poorly fitted or top-dose-only effect, or effect the other way, or a change in a side signal; the % refers to the signal ratio;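 note: potency is the fitted concentration of half-maximal effect; plate controls were basal doxycycline-induced cells for no effect and cells given 10 µM MG132 for full effect; MG132 reads +100%, hits lower the ratio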
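Concentration-response series (up to 46 uM) were applied to TMD8 dual-reporter cells for 4 h at 37C with doxycycline. Green/red ratio, after filter-overlap correction, defined %Activity; red signal alone was normalised to basal cells and zero luminescence.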
GALK inh: galactokinase (human) inhibition | P51570 | Purified GALK, Kinase-Glo residual ATP luminescence | Potency, µM (titrated, usually from 57.5 µM), for inactives: at the highest dose activity change, negative = inhibition, hits mostly inhibitors | 270,000 compounds, 0.007% hits | AID 1868; note: potency is the fitted concentration of half-maximal effect
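Quantitative HTS: GALK 5 nM, ATP 35 uM, galactose 100 uM, 1 h room temperature, then luciferase-based ATP detection.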
KCNH2 WT inh: KCNH2 (human, wildtype) channel inhibition; Q12809; U2OS, BacMam KCNH2, thallium flux FluxOr; stronger effect = lower value; activity change, % at 1.84 µM; 340,000 compounds, 0.37% hits; AID 720551;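 active = maximum activity change below -70%; inconclusive = maximum activity change between -70% and -50%; inactive = maximum activity change above -50%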
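U2OS cells transduced with wild-type KCNH2 virus are loaded with FluxOr dye for 45 min, and thallium flux is measured in kinetic reads before and after stimulation buffer. Rate constants are normalized to DMSO controls.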
Eya2 phos inh: blocks the phosphatase activity of human Eya2; AID 488837; recombinant Eya2, OMFP fluorescence dephosphorylation (OMFP is methylfluorescein phosphate); 330,000 compounds, 0.006% hits; O00167; Potency, µM (titrated, usually from 76.9 µM), inactives show top-dose activity, negative = inhibition, usual class: inhibitors; note: potency is the fitted concentration of half-maximal effect
Target sequence (O00167 whole entry, looked up): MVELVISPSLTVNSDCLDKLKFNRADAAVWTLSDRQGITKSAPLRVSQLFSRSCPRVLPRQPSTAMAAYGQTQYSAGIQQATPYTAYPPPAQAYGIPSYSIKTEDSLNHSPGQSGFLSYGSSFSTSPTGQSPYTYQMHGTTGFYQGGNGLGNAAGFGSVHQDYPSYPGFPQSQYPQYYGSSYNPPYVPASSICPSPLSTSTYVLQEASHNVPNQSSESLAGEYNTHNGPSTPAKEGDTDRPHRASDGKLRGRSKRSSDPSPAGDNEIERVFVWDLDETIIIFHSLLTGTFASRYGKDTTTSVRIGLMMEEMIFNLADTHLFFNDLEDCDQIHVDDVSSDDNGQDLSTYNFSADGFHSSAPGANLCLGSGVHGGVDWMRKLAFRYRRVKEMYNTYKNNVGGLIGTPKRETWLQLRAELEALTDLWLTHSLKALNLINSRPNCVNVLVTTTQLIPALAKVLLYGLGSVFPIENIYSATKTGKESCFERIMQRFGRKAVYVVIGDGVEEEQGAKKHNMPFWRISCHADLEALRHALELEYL
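Eya2 (0.2 uM) preincubated 10 min at ambient with compound, then OMFP substrate added at 50 uM; 10 min reaction in 50 mM HEPES pH 7.5, 50 mM NaCl, 5 uM MgCl2, 0.05% BSA, 1 mM DTT. Fluorescence read at Ex 485/Em 525 nm.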
B2AR arrestin: beta2AR (human) beta-arrestin recruitment activity. beta-arrestin recruitment to beta2AR, cell-based reporter. Potency, µM (top dose mostly 46.1 µM), without a hit: at the highest dose activation, actives largely listed as activators. 330,000 compounds, 0.02% hits. AID 492947;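 note: potency is the fitted concentration of half-maximal effect; 0% = DMSO controls and full agonism = EC100 isoproterenol or metaproterenol; nearly all actives have a fitted effect of over 65% in size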
USP2a inh: inhibitors of human ubiquitin-specific protease USP2a. USP2 core, Ub-CHOP2 coupled fluorogenic reporter, 485/531. Potency, µM (highest dose often 38.3 µM), without a hit: top-dose activity change, negative = inhibition, actives largely listed as inhibitors. 330,000 compounds, 0.01% hits. AID 463254;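 note: potency is the fitted concentration of half-maximal effect; plate controls were DMSO wells for no effect and full inhibition by NEM control for full effect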
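USP2 core (10nM final) preincubated 30min RT with compound in 20mM Tris-HCl pH 8.0, 2mM CaCl2, 2mM beta-mercaptoethanol, 0.05% CHAPS; 25nM Ub-CHOP2 plus 25nM reporter substrate added, fluorescence (Ex485/Em531) read after 60min.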
PKM2 act: activators of human pyruvate kinase M2 | Potency, µM (series often up to 57.5 µM), for the others: at the top dose activation, usual class: activators | purified PKM2, Kinase-Glo ATP luminescence, activation; response scale: 0% is enzyme alone, no compound | AID 1631 | 260,000 compounds, 0.34% hits; note: potency is the fitted concentration of half-maximal effect; nearly all actives have a fitted effect of over 55% in size
Target sequence (P14618 whole entry, looked up): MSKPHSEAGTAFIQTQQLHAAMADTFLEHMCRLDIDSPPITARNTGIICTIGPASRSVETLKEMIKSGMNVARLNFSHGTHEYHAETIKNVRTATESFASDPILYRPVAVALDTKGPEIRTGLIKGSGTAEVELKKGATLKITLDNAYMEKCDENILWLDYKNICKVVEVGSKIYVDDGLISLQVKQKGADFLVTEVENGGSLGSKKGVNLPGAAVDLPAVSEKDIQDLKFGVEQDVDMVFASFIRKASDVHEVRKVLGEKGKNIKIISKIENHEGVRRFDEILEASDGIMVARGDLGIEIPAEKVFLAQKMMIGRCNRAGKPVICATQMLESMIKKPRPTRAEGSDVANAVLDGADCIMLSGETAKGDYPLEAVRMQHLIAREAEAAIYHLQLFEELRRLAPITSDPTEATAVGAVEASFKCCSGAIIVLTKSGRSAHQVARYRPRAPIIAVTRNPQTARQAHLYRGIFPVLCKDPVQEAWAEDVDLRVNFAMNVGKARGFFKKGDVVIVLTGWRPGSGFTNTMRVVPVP
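Purified hPK-M2 (>95% pure) converted ADP (0.1 mM final) to ATP with 0.5 mM PEP in 50 mM imidazole pH7.2, KCl, MgCl2, Tween 20, BSA; 1 h at room temperature. ATP detected by Kinase-Glo luminescence.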
uPA generation: cell surface uPA generation inhibition | cell surface uPA generation assay, qHTS | Potency, µM (doses to about 38.3 µM), for inactives: top-dose activity change, negative = inhibition, hits mostly inhibitors | 330,000 compounds, 0.31% hits | AID 540303; active = well fitted inhibition curve with a large enough effect; inconclusive = small, poorly fitted or top-dose-only effect; inactive = no such curve, though single readings can be large or run the other way; tested in mouse RAW 264.7 cells; note: potency is the fitted concentration of half-maximal effect; nearly all actives have a fitted effect of over 55% in size
Giardia killer: kills Giardia lamblia; AID 540267; 340,000 compounds, 0.15% hits; activity change, % at 7.66 µM, hits read low; Giardia lamblia trophozoite viability; in the data active = activity change below about -80%; inconclusive = between about -30% and that limit;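 note: parasites exposed to compound for two days anaerobically before the ATP read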
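Viability, read as ATP luminescence: trophozoites at 100 cells/well, compound added, 48 hrs anaerobic at 37 deg C, then 15-30 min room-temperature development before reading.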
* hit, by the source's call; u = inconclusive; x = no result given; [ ] = remark or other dose. Unless noted, calls come from the whole dose curve; as a rule, active = well fitted curve in the direction sought with a large enough effect; inconclusive = small, poorly fitted or top-dose-only effect, or another doubt; inactive = no such curve, though single readings can be large; an effect the other way counts as inactive or inconclusive. Unless noted, % is set by controls: 0 for no effect and ±100 for the full control effect.

smiles	uPA generation	Eya2 phos inh	PKM2 act	KCNH2 3.1 inh	KCNH2 WT inh	Chronic BCR inh	B2AR arrestin	USP2a inh	GALK inh	Coupling enz	Giardia killer
COc1cc(NC(=O)COC(=O)C=C(C)C)c(C)cc1[N+](=O)[O-]	1%	10%	1%	18	-4	-7%	0.5%	1%	5%	1	-13
O=C(NNS(=O)(=O)c1ccccc1[N+](=O)[O-])c1cccc(Br)c1	-2%	5%	1%	5	2	12%	0.3%	2%	-5%	2	0
CCCCC(C(=O)O)C(C)CC(=O)Nc1cccc(C(=O)O)c1 (configuration not stated)	4%	1%	4%	18	9	5%	0.3%	2%	3%	5	4
CCN(CC)C(=O)[C@H]1CC(CC(=O)NCCCN(C)C)C(=O)N2CCc3c([nH]c4ccccc34)[C@]12C (some centres not stated)	2%	-33%	x	-4	2	-4%	-0.7%	-1%	x	x	20
O=C(CNC(=O)c1n[nH]c2ccccc12)Nc1cc(Cl)ccc1Cl	-1%	-3%	x	-4	-7	u	-0.2%	1%	x	x	45[activator]
O=[N+]([O-])c1cc(C(F)(F)F)ccc1N1CCN(CCO)CC1	0%	-17%	0%	0	2	-9%	0.0%	-2%	-7%	3	7
COc1ccc2cc(/C=N/NC(=O)CSCc3ccc([N+](=O)[O-])cc3)c(Cl)nc2c1	1%	1%	0%	2	-5	0%	0.1%	4%	-4%	4	5
COc1ccc2c(=O)c(C(=O)NCCc3ccccc3)c[nH]c2c1	11%	0%	1%	5	-9	u	-0.5%	-2%	1%	-1	-16
Cc1cc(C=O)c(C)n1-c1ccc(NC2CCCCC2)c([N+](=O)[O-])c1	-1%	-1%	2%	-19	-14	u	-1.0%	-10%	-2%	3	-4
CCOc1ccc(NS(=O)(=O)c2ccc(C(=O)N(C)CC(=O)Nc3ccc(OC)cc3)cc2)cc1	-3%	-5%	x	-9	-4	u	0.2%	-5%	x	x	12

(more compounds)
smiles	uPA generation	Eya2 phos inh	PKM2 act	KCNH2 3.1 inh	KCNH2 WT inh	Chronic BCR inh	B2AR arrestin	USP2a inh	GALK inh	Coupling enz	Giardia killer
Cc1cc(C)c2nc(SCC(=O)NCC3CCCO3)c(C#N)cc2c1 (configuration not stated)	1%	4%	9%	-2	-2	7%	-0.1%	1%	0%	-7	-19
NS(=O)(=O)c1cccc(NC(=O)CN2CCC(Cc3ccccc3)CC2)c1	-2%	-25%	-8%	1	13	-9%	0.0%	0%	1%	1	-8
C=CCN1C(=O)c2ccc(C(=O)N3CCN(S(=O)(=O)c4cc(C)ccc4C)CC3)cc2C1=O	-2%	-36%	x	11	4	-12%	-0.2%	1%	x	x	-11
Cc1ccnc(NS(=O)(=O)c2ccc(NC(=O)c3cc(-c4ccccc4)nc4ccccc34)cc2)n1	-1%	2%	3%	-9	-7	-3%	-2.2%	2%	-2%	6	17
CCOc1ccccc1NC(=S)Nn1cnnc1	-6%	-1%	-30%	14	-16	-8%	-1.9%	-1%	-9%	x	-1
O=C(c1cc(N2C(=O)C3C4CCC(C4)C3C2=O)ccc1Cl)N1CCCCCC1 (configuration not stated)	5%	-27%	1%	-1	-1	4%	-0.2%	1%	2%	-2	-20
COc1c(-c2ccccc2)oc2c(ccc3occc32)c1=O	-20%	-12%	x	13	-4	3%	0.1%	0%	x	6	14
Cc1cc(C(=O)OCC(=O)N(CC(C)C)c2c(N)n(Cc3ccccc3)c(=O)[nH]c2=O)c2ccccc2n1	1%	-13%	x	23	-18	-5%	-0.2%	2%	x	x	7
O=C(NCc1ccc(N2CCCC2=O)cc1)c1cn(Cc2ccccc2)nn1	5%	12%	-7%	-9	-4	1%	0.6%	-1%	0%	1	3
O=c1cc(O)n(-c2ccccc2F)c(=S)[nH]1	15%	17%	3%	-7	-28	0%	-0.3%	3%	-2%	-1	-3

(next part)
smiles	uPA generation	Eya2 phos inh	PKM2 act	KCNH2 3.1 inh	KCNH2 WT inh	Chronic BCR inh	B2AR arrestin	USP2a inh	GALK inh	Coupling enz	Giardia killer
COc1ccc(C(=O)O/N=C(/C)c2cccs2)cc1	3%	3%	-78%	-47	2	u	0.2%	0%	10%	-1	3
O=C1c2ccccc2C(Nc2ccc(S(=O)(=O)N3CCCCC3)cc2)N1Cc1ccco1 (configuration not stated)	-24%	0%	16%	13	-1	u	0.2%	-8%	2%	2	0
CCOC(=O)C1CCN(C(=O)Nc2c(-c3ccccc3)noc2C)CC1	1%	0%	1%	9	0	-1%	u	3%	4%	-1	10
CC(=O)N(c1ccc(Br)cc1)C1C=CS(=O)(=O)C1 (configuration not stated)	1%	12%	-4%	-38	-8	-1%	-0.4%	-2%	-1%	5	0
O=C1c2ccccc2C(=O)N1CC(O)Cn1nnc2ccccc21 (configuration not stated)	5%	0%	-7%	8	-21	u	0.0%	3%	1%	-7	5
CN(C)CCn1ccc(O)c(Cc2ccc(Cl)cc2)c1=O	-9%	14%	x	-5	9	1%	-0.1%	0%	3%	0	-17
CCn1c(=O)[nH]c2cc(C(=O)Nc3cc(C)cc(C)c3)ccc2c1=O	-1%	20%	-1%	-8	-3	11%	0.4%	1%	4%	-3	7
CCc1c(O)nc2sc3ccccc3n2c1=O	-5%	-22%	-5%	0	-3	0%	-0.1%	-2%	-5%	-3	-6
COC(=O)c1ccc(C2C(C#N)=C(N)Oc3cc(N)ccc32)cc1 (configuration not stated)	2%	4%	0%	33	3	-2%	-1.0%	1%	3%	-1	10
O=S(=O)(NCc1ccccn1)c1ccc(Br)s1	-1%	-29%	1%	9	9	-1%	-0.1%	1%	-5%	-1	-2

Further structures follow:
smiles	uPA generation	Eya2 phos inh	PKM2 act	KCNH2 3.1 inh	KCNH2 WT inh	Chronic BCR inh	B2AR arrestin	USP2a inh	GALK inh	Coupling enz	Giardia killer
CN1CCCN(Cc2cccc3ccccc23)CC1	-9%	12%	2%	6	12	-1%	-0.5%	0%	3%	1	-20
COCCNC(=O)c1cc(-c2ccccc2)nn1Cc1cc(C)no1	-7%	-2%	x	-5	-3	2%	-0.1%	3%	x	x	-15
O=C(CN1N=C(c2ccccc2)CCC1=O)NCc1ccccc1	4%	8%	-1%	2	1	u	-0.2%	2%	0%	3	-28
O=C(O)c1cc(NC(=O)c2ccc3c(c2)C(=O)N(Cc2ccccc2)C3=O)cc(C(=O)O)c1	18%	3%	4%	-8	-12	0%	0.2%	3%	5%	x	-8
CC12CN3CC(C)(CN(C1)C3c1ccc(Cl)cc1Cl)C2O (configuration not stated)	2%	2%	1%	12	-11	-4%	0.4%	u	3%	0	2
CCOC(=O)c1[nH]c(C)c(C(=O)N2CCCC(Nc3ccc(C)c(C)c3)C2)c1C (configuration not stated)	1%	1%	0%	-2	-5	4%	0.1%	0%	0%	5	-13
CC/C(=N\NC(=O)c1ccccc1Cl)c1ccc(Br)s1	-6%	-2%	2%	7	-5	-2%	-3.3%	1%	1%	0	23
O=C1Nc2ccc(F)cc2C12Nc1ccccc1-c1nnc(SCc3ccccc3Cl)nc1O2 (configuration not stated)	3%	18%	6%	1	-1	-20%	-0.1%	2%	-17%	-8	-5
Cc1nc(N2CCN(c3ccc(Cl)cc3)CC2)[nH]c(=O)c1C	31%[activator]	u	-5%	-25	-3	7%	-0.4%	0%	5%	1	6
N#Cc1c(N2CCCCC2)nc(N)c2c(N)nc3c(c12)CC(CCl)O3 (configuration not stated)	6%	-20%	x	-9	-7	u	0.1%	2%	11%	-5	-9

Remaining list, next part:
smiles	uPA generation	Eya2 phos inh	PKM2 act	KCNH2 3.1 inh	KCNH2 WT inh	Chronic BCR inh	B2AR arrestin	USP2a inh	GALK inh	Coupling enz	Giardia killer
Cc1cccc(-c2nc3c(s2)CCc2onc(-c4ccc(Br)cc4)c2-3)c1	5%	1%	-1%	11	2	0%	-0.2%	0%	x	5	-15
CC(C)(C)n1nnnc1C(c1cccs1)N1CCN(c2ccccc2)CC1 (configuration not stated)	1%	-35%	1%	-41	17	u	-0.2%	2%	0%	0	-4
Cc1ccc(C(=O)NCc2ccccc2)c(F)c1F	-4%	4%	0%	10	-3	5%	0.0%	1%	3%	-1	11
COC(=O)c1ccccc1NC(=O)CSc1ccccc1	0%	4%	-15%	-3	1	-2%	0.0%	-2%	0%	-22	6
COc1cnc(-c2ccccn2)nc1Oc1ccccc1Cl	-1%	-14%	2%	-3	2	2%	-0.2%	-1%	0%	-3	0

From PubChem
